SIAE inh = human SIAE inhibitors, primary screen, biochemical, fluorescence polarization, FP-Rh probe, 1536-well HTS. actives 0.69% (n = 370,000). Sialate O-acetylesterase (Homo sapiens), Q9HAT2. SIAE FP-Rh probe binding. inhibition, % at 9.66 µM. AID 1053197, 2014;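 active = inhibition above a cutoff: mean of compounds within the control limits plus 3 SD of those, cut at about 17% in these data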;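 note: 0% = plate median of compound wells and 100% = probe without SIAE protein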
Target sequence (Q9HAT2 whole entry, looked up): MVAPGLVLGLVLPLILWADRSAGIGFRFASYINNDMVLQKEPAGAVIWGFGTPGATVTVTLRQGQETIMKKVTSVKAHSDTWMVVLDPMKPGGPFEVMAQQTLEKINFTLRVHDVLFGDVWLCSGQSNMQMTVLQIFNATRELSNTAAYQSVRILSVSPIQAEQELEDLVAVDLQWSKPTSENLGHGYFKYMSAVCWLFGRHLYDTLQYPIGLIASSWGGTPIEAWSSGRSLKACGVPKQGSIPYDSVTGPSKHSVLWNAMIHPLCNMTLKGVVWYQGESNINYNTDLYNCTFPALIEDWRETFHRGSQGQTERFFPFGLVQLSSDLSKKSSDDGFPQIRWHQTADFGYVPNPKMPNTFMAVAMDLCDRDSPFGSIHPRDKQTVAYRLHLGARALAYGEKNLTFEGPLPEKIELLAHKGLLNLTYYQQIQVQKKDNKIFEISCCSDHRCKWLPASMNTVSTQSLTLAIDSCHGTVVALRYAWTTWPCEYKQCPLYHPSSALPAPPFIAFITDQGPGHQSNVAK
TDP2 absorb = human TDP2 enzyme inhibitors, primary screen, biochemical, epi absorbance, recombinant enzyme; inhibition, % at 12.8 µM; T5PNP hydrolysis, p-nitrophenol absorbance 415 nm; actives 0.34% (n = 370,000); Tyrosyl-DNA phosphodiesterase 2 (Homo sapiens), O95551; AID 720702, 2013;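 active = inhibition above the mean of all tested compounds plus 3 SD, set per campaign, cut at about 25% in these data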;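 note: 0% = DMSO with enzyme and 100% = buffer with substrate but no TDP2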
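System – recombinant human TDP2 · Quantity – TDP2 enzyme at 120 nM final · Doses – single concentration, 12.8 µM nominal, with 1% DMSO · Incubation – 2 h at 37 °C · Measured by – epi absorbance of p-nitrophenol freed from T5PNP by hydrolysis · Read-out – % inhibition relative to enzyme-containing and enzyme-free wells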
mABHD4 FP = ABHD4 inhibitors, primary screen, biochemical, fluorescence polarization, mouse | (Lyso)-N-acylphosphatidylethanolamine lipase (Mus musculus), Q8VD66 | purified mABHD4, FP-Rh probe fluorescence polarization | inhibition, % at 8.92 µM | actives 0.54% (n = 370,000);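 active = inhibition exceeding the mean over every tested compound plus 3 SD, cut at about 30% in these data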;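 note: 0% = plate median of compound wells and 100% = S159A mutant with DMSO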
Target sequence (Q8VD66 whole entry, looked up): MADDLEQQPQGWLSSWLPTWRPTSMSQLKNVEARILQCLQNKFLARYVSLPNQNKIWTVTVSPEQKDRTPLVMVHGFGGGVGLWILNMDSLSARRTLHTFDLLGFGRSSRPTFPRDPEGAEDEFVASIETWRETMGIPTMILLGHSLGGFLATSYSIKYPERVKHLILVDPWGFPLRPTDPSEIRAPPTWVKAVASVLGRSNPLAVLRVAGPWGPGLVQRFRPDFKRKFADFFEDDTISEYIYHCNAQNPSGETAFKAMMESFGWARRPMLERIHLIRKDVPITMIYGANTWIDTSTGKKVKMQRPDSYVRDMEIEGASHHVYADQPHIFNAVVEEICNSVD
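Material: mouse ABHD4 enzyme, wild type; Benchmarks: S159A mutant high control, sample median low control; Buffer or medium: HEPES pH 7.0, NaCl, Pluronic buffer; Signal: fluorescence polarization; Read-out: percent inhibition of probe binding, normalized to plate controls; Timing: pre-incubation 45 min, probe exposure 60 min, at 25 °C; Dosing: 8.92 µM, single dose.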
TCR CD3 inh = inhibitors of human TCR-CD3 interaction, primary screen, biochemical, fluorescence, TAMRA-labeled TCR probe; T-cell receptor (TCR); inhibition, % at 9.4 µM; actives 0.37% (n = 360,000); AID 651800, 2012; in the data active = inhibition above about 19%;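 note: recombinant mutant TCR 2C K166C tagged with TAMRA read by polarization; 0% = receptor in buffer alone and 100% = receptor with positive control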
rCAG binder = binders of r(CAG) RNA repeats, primary screen, biochemical, fluorescence; r(CAG) RNA repeat, TO-PRO-1 dye displacement fluorescence; inhibition, % at 3 µM; actives 1.3% (n = 370,000);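 active = inhibition above the plate cutoff, the mean of all test compounds on that plate plus 3 SD, cut at about 35% in these data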;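 note: 0% = DMSO alone and 100% = 100 µM mitoxantrone as full dye displacement; higher means more dye released from RNA so lower well fluorescence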
GC-B act = human GC-B receptor activators, primary screen, HEK293 GC-B cells, cGMP TR-FRET, EC30 CNP. Atrial natriuretic peptide receptor 2 (Homo sapiens), P20594. 0% at EC30 CNP, 100% saturating CNP. activation, % at 10 µM. actives 0.11% (n = 370,000);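 active = activation at 10 µM reaching about 35% in either raw or pattern-adjusted values, limit read from the data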
LEDGF integ inh = blockers of LEDGF/p75-dependent integrase strand transfer – biochemical, TR-FRET, high throughput, primary screen | HIV-1 integrase (with human LEDGF/p75) | TR-FRET IN-LEDGF/p75 DNA integration, Eu/Cy5 | inhibition, % at 3.7 µM | actives 0.64% (n = 370,000) | AID 743269, 2014;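 active = inhibition above the screen-wide mean plus 3 SD, cut at about 13% in these data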;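 note: signal is the Cy5 over europium emission ratio at 671 and 618 nm; 0% = plate median of compound wells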
PRMT1 inh = PRMT1 methyltransferase inhibitors, primary screen, biochemical, fluorescence polarization; Protein arginine N-methyltransferase 1 (Homo sapiens), Q99873; recombinant PRMT1, activity-based probe fluorescence polarization; inhibition, % at 2.79 µM; actives 1.3% (n = 370,000); AID 652257, 2013;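 active = inhibition above about 21% made by adding two undisclosed values, limit read from the data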
HTRA1 inh = HTRA1 serine protease inhibitors, primary screen, biochemical, fluorescence polarization, HTS. Q92743. recombinant HTRA1, FP-rhodamine activity-based probe. inhibition, % at 5.96 µM. actives 0.5% (n = 340,000). AID 504803, 2011; in the data active = inhibition above about 36%;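 note: 0% = enzyme with DMSO and 100% = wells lacking enzyme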
MBD2 inh = inhibitors of MBD2 binding to methylated DNA, primary screen, biochemical, TR-FRET, DNA-binding domain, human | Methyl-CpG-binding domain protein 2 (Homo sapiens), Q9UBB5 | MBD2 binding to methylated oligonucleotide | inhibition, % at 4.4 µM | actives 0.31% (n = 370,000) | AID 686964, 2013; in the data active = inhibition above about 13%
* marks the source's active call; other numbers are inactive results; x = no result given. Only part of the results is shown; the hit share may differ from the screen's.

nr	Structure	SIAE inh	TDP2 absorb	mABHD4 FP	TCR CD3 inh	rCAG binder
1	Cc1cc(S(=O)(=O)N2CCN(c3ccc(F)cc3)CC2)ccc1-n1cnnn1	-1	-7	-3	9	2
2	COc1ccc(OC)c(C(=O)CC2OC(=O)c3ccccc32)c1 (stereo unspecified)	6	11	3	4	-4
3	Cc1ccc(NC(=O)c2c(Cl)n(C)c3ccccc23)cc1	-4	-4	-5	1	5
4	C/C(=C\c1ccc2c(c1)OCO2)C(=O)c1c(C)cc(C)[nH]c1=O	3	13	-1	-5	-1
5	CC(=C1C2C=CC1C1C(=O)NC(=O)C21)c1ccccc1 (stereo unspecified)	-4	11	2	4	-3
6	O=C(Nc1cc(Cl)ccc1N1CCOCC1)c1ccc2c(c1)OCO2	1	-6	0	6	1
7	COc1cc2c(cc1NC(=O)CSc1nnc(-c3cnccn3)n1-c1ccc(C)cc1)oc1ccccc12	3	5	2	x	9
8	CCOc1ccccc1N1CC(C(=O)Nc2ccccc2N2CCCC2)CC1=O (stereo unspecified)	4	8	0	7	-5
9	Cc1c(NC(=S)NNC(=O)CCC(=O)O)c(=O)n(-c2ccccc2)n1C	-3	2	-1	8	-4
10	CC(C)c1ccc(C(=O)Nc2ccc(CN3CCOCC3)cc2)cc1	0	-5	2	10	-7
11	COc1ccc(-c2nc3ccccc3nc2-c2ccc(OC)c(OC)c2)cc1OC	2	19	-3	1	-1
12	CC1CCN(C(=O)/C=C/c2ccc(C(C)(C)C)cc2)CC1	-4	0	0	4	-11

nr	GC-B act	LEDGF integ inh	PRMT1 inh	HTRA1 inh	MBD2 inh
1	-12	4	-2	2	-1
2	-2	1	1	-5	0
3	-6	-2	-3	-15	-7
4	-3	1	-1	-21	3
5	0	-1	7	3	3
6	2	-3	0	2	-4
7	6	-2	1	x	1
8	0	4	-3	3	0
9	4	0	-1	3	-4
10	4	3	-6	-1	-2
11	5	0	1	-4	0
12	-1	3	3	-23	-2

Following part
nr	Structure	SIAE inh	TDP2 absorb	mABHD4 FP	TCR CD3 inh	rCAG binder
13	CCOc1ccc(-c2c(C(=O)N/N=C/c3ccncc3)nnn2-c2nonc2N)cc1	-12	-1	-9	-3	1
14	CC(C)(C)c1ccc(C(=O)NC(CC(=O)O)c2ccc(OC3CCCC3)cc2)cc1 (stereo unspecified)	-7	-14	-14	-5	39*
15	COc1ccc(S(=O)(=O)N2CCC(C(N)=O)CC2)c2ccccc12	-2	3	1	1	-1
16	O=C1NCCc2c1[nH]c1ccc([N+](=O)[O-])cc21	6	8	0	9	1
17	COCc1nnc(NS(=O)(=O)c2c(C)cc(C)cc2C)s1	-4	10	0	3	10
18	CN(Cc1ccccc1)C(=S)Nc1cccnc1	2	-9	8	7	-2
19	Cc1ccccc1NS(=O)(=O)c1ccc(Cl)cc1	-5	4	-1	-8	-1
20	O=C1CCC([N+](=O)[O-])C(C2CC=CCC2)N1 (stereo unspecified)	-6	3	0	-1	3
21	CC(C)c1ccc(N(C(=O)C(F)(F)F)C(C(=O)NC2CCCCC2)c2ccncc2)cc1 (stereo unspecified)	1	14	0	4	0
22	CCOc1ccc(C(=O)N2CCN=C2SC)cc1OCC	0	4	0	1	-3
23	CC1(C)Cc2c(sc3nc4n(-c5ccccc5)c(=O)c(CCC(=O)O)nn4c(=O)c23)CO1	-11	-14	11	0	12
24	CN(C)/C=C/C(=O)c1ccc2noc(-c3cccc(F)c3)c2c1	-11	-19	-1	3	17

nr	GC-B act	LEDGF integ inh	PRMT1 inh	HTRA1 inh	MBD2 inh
13	5	1	-2	-8	-1
14	1	-3	5	-13	0
15	5	0	0	2	2
16	3	3	-1	4	-6
17	4	1	2	-3	-4
18	2	0	-3	-1	-2
19	-4	-1	4	-13	6
20	4	-5	2	17	3
21	2	-3	-3	8	2
22	5	-3	-1	0	1
23	1	1	-1	0	6
24	0	3	6	9	1

Structural class, those above with an NH in an aromatic ring.
nr	Structure	SIAE inh	TDP2 absorb	mABHD4 FP	TCR CD3 inh	rCAG binder
4	C/C(=C\c1ccc2c(c1)OCO2)C(=O)c1c(C)cc(C)[nH]c1=O	3	13	-1	-5	-1
16	O=C1NCCc2c1[nH]c1ccc([N+](=O)[O-])cc21	6	8	0	9	1

nr	GC-B act	LEDGF integ inh	PRMT1 inh	HTRA1 inh	MBD2 inh
4	-3	1	-1	-21	3
16	3	3	-1	4	-6

Copied from the list.
`CN(Cc1ccccc1)C(=S)Nc1cccnc1` @ LEDGF integ inh = 0
`CCOc1ccc(-c2c(C(=O)N/N=C/c3ccncc3)nnn2-c2nonc2N)cc1` @ SIAE inh = -12

Some of the entries so far, with two lines to a compound.
Every second line gives: SIAE inh, TDP2 absorb, mABHD4 FP, TCR CD3 inh, rCAG binder, GC-B act, LEDGF integ inh, PRMT1 inh, HTRA1 inh, MBD2 inh
15) COc1ccc(S(=O)(=O)N2CCC(C(N)=O)CC2)c2ccccc12
    -2, 3, 1, 1, -1, 5, 0, 0, 2, 2
16) O=C1NCCc2c1[nH]c1ccc([N+](=O)[O-])cc21
    6, 8, 0, 9, 1, 3, 3, -1, 4, -6
17) COCc1nnc(NS(=O)(=O)c2c(C)cc(C)cc2C)s1
    -4, 10, 0, 3, 10, 4, 1, 2, -3, -4

Going on with the list:
nr	Structure	SIAE inh	TDP2 absorb	mABHD4 FP	TCR CD3 inh	rCAG binder
25	CC(C)c1ccc(/C=N/NC(=O)c2nnn(-c3nonc3N)c2CN(C)C2CCCCC2)cc1	6	14	3	3	0
26	CC(Oc1ccc(F)cc1)C(=O)Nc1cc(Cl)ccc1-n1cncn1 (stereo unspecified)	-13	-14	-13	5	-1
27	N#Cc1cc(C#N)c(N2CCN(c3cccc(Cl)n3)CC2)nc1N	-3	-2	-8	6	2
28	N#CCN(C(=O)COC(=O)CCCNC(=O)c1ccc(Cl)cc1)c1ccccc1	-4	7	-2	-4	1
29	COc1cccc(C(=O)NNC(=O)Cc2csc(N)n2)c1	6	-2	4	5	1
30	Cc1cc(Nc2ccccc2)n2nc(C)c(-c3ccccc3)c2n1	6	4	4	10	-5
31	CCOc1ccc(C2N(c3ccc(OC)cc3)C(=O)C3CCCN32)cc1OC (stereo unspecified)	4	3	1	4	2
32	O=C(Nc1cccc(S(=O)(=O)NC2=NCCCCC2)c1)C1COc2ccccc2O1 (stereo unspecified)	-3	-5	-5	-2	3
33	Cc1noc(C)c1C(=O)N1CCN(Cc2ccc3c(c2)OCO3)CC1	-5	-5	-11	-6	-2
34	COc1ccc(/C=N/N=C2/NC(=O)C(CC(=O)O)S2)cc1OS(=O)(=O)c1ccccc1 (stereo unspecified)	0	1	3	10	16
35	CC(C)C1Cc2c(sc3[nH]c(=S)n(Cc4ccccc4)c(=O)c23)CO1 (stereo unspecified)	3	-4	5	-7	5
36	C#CCN(C[C@H]1[C@H](OC(=O)Nc2c(C)noc2C)[C@H](OC(=O)Nc2c(C)noc2C)C[C@@H](C(=O)OC)[C@H]1C(=O)OC)S(=O)(=O)c1ccc(C)cc1	7	3	-3	-2	5

nr	GC-B act	LEDGF integ inh	PRMT1 inh	HTRA1 inh	MBD2 inh
25	2	-1	0	-1	0
26	-2	4	-4	-4	-7
27	-4	4	1	-57	-8
28	-2	1	-2	-6	0
29	-1	4	-2	2	-6
30	-10	4	-1	3	1
31	-1	1	-5	8	-3
32	3	2	1	-1	6
33	-1	-3	4	4	10
34	2	8	-1	-1	-7
35	1	-3	2	-1	-2
36	5	-6	-3	3	-4

3 compounds from above, reduced to TCR CD3 inh.
| no. | canonical_smiles | TCR CD3 inh |
| --- | --- | --- |
| 32 | O=C(Nc1cccc(S(=O)(=O)NC2=NCCCCC2)c1)C1COc2ccccc2O1 (stereo unspecified) | -2 |
| 33 | Cc1noc(C)c1C(=O)N1CCN(Cc2ccc3c(c2)OCO3)CC1 | -6 |
| 34 | COc1ccc(/C=N/N=C2/NC(=O)C(CC(=O)O)S2)cc1OS(=O)(=O)c1ccccc1 (stereo unspecified) | 10 |

Continuation.
nr	Structure	SIAE inh	TDP2 absorb	mABHD4 FP	TCR CD3 inh	rCAG binder
37	O=C(c1cccnc1Cl)N(Cc1ccccc1)Cc1ccccc1	-1	-8	3	-4	-5
38	COc1cc(/C=C/C(=O)OCC(=O)Nc2cc(C)c(C)cc2[N+](=O)[O-])ccc1O	3	-8	4	-7	-1
39	O=C(Nc1nc(-c2ccccc2)cs1)c1ccc(Br)o1	-8	2	-19	1	8
40	Cc1ccc(NC(=O)CSc2nnc(-c3ccncc3)s2)cc1	1	2	-1	6	-2
41	CCCN(CCC)CC(O)Cn1cc(/C=C/C(=O)c2ccccc2)c2ccccc21 (stereo unspecified)	18*	-3	5	0	-8
42	COc1cccc(OCc2cc(C(=O)NCc3ccc4c(c3)OCO4)no2)c1	4	0	-13	2	1
43	CC1CC(C)CN(CC(=O)N2c3ccccc3CCc3ccccc32)C1 (stereo unspecified)	2	12	4	1	-12
44	COc1cc(/C=C2\SC(=S)N(NC(C)=O)C2=O)ccc1OC(=O)c1ccco1	-10	-9	-7	1	14
45	Cc1ccc(S(=O)(=O)N2CCN(Cc3ccccc3)CC2)s1	3	-23	-6	-3	0
46	CCc1nc2ccc(C(=O)N3CCC(O)(Cc4ccccc4)CC3)cn2c1N(C)C(=O)Cc1ccccc1	-1	5	12	3	0
47	CCN(CC)S(=O)(=O)c1ccc(N(C)Cc2ccc(C(F)(F)F)cc2)nc1	0	-8	-5	-2	-3
48	C=CCn1c(SCC(=O)c2c(N)n(CCC)c(=O)n(C)c2=O)nc2sc(CC)cc2c1=O	-3	-7	-4	3	2
49	CCOc1ccc(NC(=O)[C@@H](NC(=O)OCc2ccccc2)[C@@H](C)CC)cc1	-11	-2	-5	-4	-5

nr	GC-B act	LEDGF integ inh	PRMT1 inh	HTRA1 inh	MBD2 inh
37	-3	-2	1	3	5
38	-5	-7	2	5	2
39	0	-1	1	-43	6
40	-8	0	2	9	4
41	-4	2	-8	-8	-5
42	-6	-5	3	-9	4
43	-18	1	-3	-2	1
44	-1	0	3	-64	-3
45	4	-2	1	3	-1
46	-3	-4	0	x	5
47	3	-2	1	-25	6
48	-7	-1	-2	0	-7
49	4	-2	-4	-1	-1

Screens (PubChem)
